Bioassay records as filed in PubChem.
HCMV antiviral – blocks human cytomegalovirus replication; HFF cells, HCMV-luciferase reporter, 72 h; stronger effect = lower value; hit rate 4.5% among 410,000; AID 1259415; activity change, negative = inhibition, % at 57.5 µM; in the data active = activity change below about -60%; inconclusive = no clear call, values can overlap the other calls; inactive = above about -39%
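Cell-based, HFFs, 1000 cells/well, 16 h 37C; cpds in DMSO + HCMV-luc, MOI 1 PFU/cell; 72 h 37C; OneGlo luminescence after 5 min RT; norm. to buffer vs Salinomycin 10uM.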
AmpC detergent – blocks E. coli AmpC beta-lactamase in detergent assay. P00811. AmpC hydrolysis of nitrocefin, absorbance 480 nm, 0.01% Triton. Potency, µM (highest dose often 114 µM), for the others: at the top dose activity change, negative = inhibition, most hits filed as inhibitors. hit rate 0.041% among 370,000;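 also: potency is read from the fitted curve at half-maximal effect; 0% = no-compound wells and -100% = no-enzyme wells; nearly all actives have a fitted effect of over 25% in size; some results filed as inactive show a strong effect at the top dose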
Target sequence (P00811 whole entry, looked up): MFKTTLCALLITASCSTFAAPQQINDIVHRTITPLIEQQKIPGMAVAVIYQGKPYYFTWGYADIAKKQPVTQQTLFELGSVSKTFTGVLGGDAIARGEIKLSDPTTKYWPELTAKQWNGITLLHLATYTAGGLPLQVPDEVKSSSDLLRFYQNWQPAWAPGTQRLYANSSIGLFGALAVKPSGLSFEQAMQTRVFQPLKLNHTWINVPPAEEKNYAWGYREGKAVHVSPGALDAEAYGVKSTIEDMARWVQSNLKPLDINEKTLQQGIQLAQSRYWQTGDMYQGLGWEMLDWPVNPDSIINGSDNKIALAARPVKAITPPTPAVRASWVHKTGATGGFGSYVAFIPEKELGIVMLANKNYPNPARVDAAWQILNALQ
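AmpC (5.3 nM in the dispensed reagent) in 20 mM phosphate pH 7.0 with 0.01% (detergent screen) or 0.0001% Triton X-100 was preincubated with compounds for 15 min at room temperature. Nitrocefin was then added from an 800 uM solution, and hydrolysis was followed at 480 nm.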
HCV inhibitor – HCV inhibition. Huh7.5.1 HCVcc-Cre infection, luciferase reporter, 44 h. Potency, µM (top dose mostly 41.8 µM), without a hit: at the highest dose activity change, negative = inhibition, actives largely listed as inhibitors. hit rate 3.4% among 340,000. AID 651820; also: potency is read from the fitted curve at half-maximal effect
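Luciferase read-out (15 sec integration) after a 15 min room-temperature substrate step quantifies HCVcc-Cre infection. Cells, 1,000 per well, had compound added 4 h post-plating, then virus at ~0.5 moi, and were cultured 44 h.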
AmpC no deterg – blocks E. coli AmpC beta-lactamase in detergent-free assay. P00811. AmpC nitrocefin hydrolysis, absorbance 480 nm, 0.0001% Triton. Potency, µM (titrated, usually from 57.1 µM), without a hit: top-dose activity change, negative = inhibition, usual class: inhibitors. hit rate 0.52% among 330,000;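 also: potency is read from the fitted curve at half-maximal effect; plate controls were no compound for no effect and no enzyme for full effect; nearly all actives have a fitted effect of over 20% in size; some results filed as inactive show a strong effect at the top dose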
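20 mM phosphate pH 7.0 + 0.01% (detergent screen) or 0.0001% Triton X-100; 5.3 nM AmpC reagent; cpd preinc 15 min RT; nitrocefin (800 uM stock) to start; A480 q20 s × 4 min; Activity was normalised to no-enzyme and no-compound control wells.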
LmPK inh – LmPK (Leishmania mexicana) enzyme inhibition; hit rate 0.37% among 290,000; purified LmPK, Kinase-Glo ATP luminescence, 1 h; Potency, µM (highest dose often 57.5 µM), for the others: top-dose activity change, negative = inhibition, actives largely listed as inhibitors; Q27686; AID 1721; also: potency is read from the fitted curve at half-maximal effect
Target sequence (Q27686 whole entry, looked up): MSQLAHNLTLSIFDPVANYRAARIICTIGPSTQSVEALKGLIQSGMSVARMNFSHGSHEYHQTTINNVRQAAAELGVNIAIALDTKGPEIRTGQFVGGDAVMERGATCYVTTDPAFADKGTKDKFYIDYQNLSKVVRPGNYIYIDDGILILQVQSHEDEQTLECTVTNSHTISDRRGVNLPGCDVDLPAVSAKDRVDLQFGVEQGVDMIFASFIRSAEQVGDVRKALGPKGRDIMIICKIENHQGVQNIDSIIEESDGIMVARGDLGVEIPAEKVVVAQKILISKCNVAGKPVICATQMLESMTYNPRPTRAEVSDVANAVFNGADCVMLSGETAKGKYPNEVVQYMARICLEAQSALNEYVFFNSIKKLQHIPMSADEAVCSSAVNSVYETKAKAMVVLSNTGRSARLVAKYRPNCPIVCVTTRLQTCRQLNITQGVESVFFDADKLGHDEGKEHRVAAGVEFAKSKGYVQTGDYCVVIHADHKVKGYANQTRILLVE
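qHTS format; LmPK 0.1 nM; substrates PEP 0.5 mM and ADP 0.1 mM. One-hour room-temperature incubation, then coupled luciferase luminescence; 0.5 nM enzyme wells mark activation.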
TbPYK inhibitor – inhibitors of Trypanosoma brucei pyruvate kinase | hit rate 0.12% among 410,000 | Potency, µM (titrated, usually from 76.8 µM), for inactives: top-dose activity, negative = inhibition, actives largely listed as inhibitors | TbPYK enzyme, Kinase-Glo Plus ATP luminescence, 45 min | AID 624173; also: potency is read from the fitted curve at half-maximal effect; nearly all actives have a fitted effect of over 50% in size
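ADP (130 uM final) triggers the TbPYK reaction after compound addition; incubation is 45 min at room temperature. Kinase-Glo Plus is then added and luminescence imaged. Normalized data are fitted to concentration-effect curves.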
AMA1-RON2 inh – inhibitors of Plasmodium falciparum AMA1-RON2 interaction; AlphaScreen AMA1-biotinylated RON2 peptide binding; AID 720542; hit rate 0.2% among 360,000; Potency, µM (doses to about 58.2 µM), for inactives: at the top dose activity change, negative = inhibition, usual class: inhibitors;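 also: potency is read from the fitted curve at half-maximal effect; 0% = vehicle wells and -100% = peptide control; nearly all actives have a fitted effect of over 45% in size; some results filed as inactive show a strong effect at the top dose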
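AMA1 (3D7) with his tag at 25 nM final met compounds first, then biotinylated RON2 peptide at 25 nM; detection used donor plus acceptor beads, 10 µg/mL apiece, read by AlphaScreen after 30 min at room temperature.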
Active calls of the source: *; & = joins results of further samples; [ ] = another dose, or the depositor's remark. Unless noted, calls follow the shape of the dose curve; as a rule, active = well fitted curve in the direction sought with a large enough effect; inconclusive = small, poorly fitted or top-dose-only effect, or another doubt; inactive = no such curve, though single readings can be large; an effect the other way counts as inactive or inconclusive. Unless noted, % is scaled to controls: 0 for no effect and ±100 for the full control effect.

Screening COc1ccc(Cl)cc1NC(=O)/C=C/C(=O)O returned HCMV antiviral 15, AmpC detergent 4%, HCV inhibitor 2%, AmpC no deterg -15%, LmPK inh 9%, TbPYK inhibitor -26% and AMA1-RON2 inh 8%.
`CCCCCNC(=O)c1cn(CC)c2cc(N3CCN(C)CC3)c(F)cc2c1=O` gave HCMV antiviral 6, AmpC detergent -9%, HCV inhibitor inconclusive, AmpC no deterg 196%[activator], LmPK inh -4%, TbPYK inhibitor -4% and AMA1-RON2 inh 6%.
Cc1cc(Cl)c(OCCOCCN2CCN(C)CC2)c(Br)c1 was read as HCMV antiviral 3, AmpC detergent inconclusive, HCV inhibitor inconclusive, AmpC no deterg 1%, LmPK inh -6%, TbPYK inhibitor 20% and AMA1-RON2 inh inconclusive.
For CC[C@]12c3[nH]c4ccccc4c3CCN1C(=O)C(CC(=O)NCCN1CCOCC1)C[C@@H]2C(=O)N1CCN(C(=O)c2ccco2)CC1 (stereo partly drawn) the results were HCMV antiviral 8, HCV inhibitor -7%, AmpC no deterg 92%[activator], TbPYK inhibitor 14% and AMA1-RON2 inh 15%.
`Cn1c(=O)c2sccc2n2c(CCCC(=O)NC3CCCCC3)nnc12` gave HCMV antiviral inconclusive, AmpC detergent -6% and TbPYK inhibitor 5%.
CN(C)C(=O)CSc1nnc(-c2ccco2)n1-c1ccccc1 was read as HCMV antiviral 19, HCV inhibitor 9%, TbPYK inhibitor 0% and AMA1-RON2 inh 10%.
Screening O=C(NCc1cccnc1)c1cc(C2CCCN(S(=O)(=O)c3cccs3)C2)on1 (stereo not drawn) returned HCMV antiviral -4, TbPYK inhibitor -12% and AMA1-RON2 inh 3%.
Screening Cc1ccc(C(=O)Nc2nc3n(n2)C(c2ccccc2)CC(=O)N3)cc1 (stereo not drawn) returned HCMV antiviral 10, AmpC detergent 4%, HCV inhibitor 25%, AmpC no deterg -16%, LmPK inh -1%, TbPYK inhibitor 0% and AMA1-RON2 inh 1%.
Screening Cc1nc2c(C(=O)NCCc3ccc(Cl)cc3)c[nH]n2c(=O)c1Cc1ccccc1F returned HCMV antiviral 5, AmpC detergent 16% and TbPYK inhibitor 5%.
For Cc1ccc(C)c(NC(=S)NNC(=O)c2csc(C(C)C)c2)c1 the results were HCMV antiviral 0, AmpC detergent -1%, HCV inhibitor inconclusive, AmpC no deterg -12%, LmPK inh -4%, TbPYK inhibitor -1% and AMA1-RON2 inh 93%[activator].

Looked up by structure from above:
For CC[C@]12c3[nH]c4ccccc4c3CCN1C(=O)C(CC(=O)NCCN1CCOCC1)C[C@@H]2C(=O)N1CCN(C(=O)c2ccco2)CC1 (stereo partly drawn) the results were HCMV antiviral 8, HCV inhibitor -7%, AmpC no deterg 92%[activator], TbPYK inhibitor 14% and AMA1-RON2 inh 15%.
Screening COc1ccc(Cl)cc1NC(=O)/C=C/C(=O)O returned HCMV antiviral 15, AmpC detergent 4%, HCV inhibitor 2%, AmpC no deterg -15%, LmPK inh 9%, TbPYK inhibitor -26% and AMA1-RON2 inh 8%.
For Cc1ccc(C)c(NC(=S)NNC(=O)c2csc(C(C)C)c2)c1 the results were HCMV antiviral 0, AmpC detergent -1%, HCV inhibitor inconclusive, AmpC no deterg -12%, LmPK inh -4%, TbPYK inhibitor -1% and AMA1-RON2 inh 93%[activator].

(cont.)
For COc1ccc(CCNS(=O)(=O)c2cn(C)nc2C)cc1OC the results were HCMV antiviral 14, AmpC detergent -10%, HCV inhibitor -4%, AmpC no deterg -5%, LmPK inh -3%, TbPYK inhibitor -4% and AMA1-RON2 inh -11%.
CCNc1nc(OC)nc(Oc2ccc(=O)n(-c3ccccc3)n2)n1 was read as HCMV antiviral 5, AmpC detergent -6%, HCV inhibitor 0%&26%, AmpC no deterg -7%, LmPK inh 2%, TbPYK inhibitor 0% and AMA1-RON2 inh 15%.
`CCCCSc1nnc2n(-c3ccc(OC)cc3)c(=O)c3c4c(sc3n12)COC(C(C)C)C4` (stereo not drawn) gave HCMV antiviral 29, AmpC detergent 5% and TbPYK inhibitor 3%.
Cc1nc2c(-c3ccccc3)c(C)nn2c(C)c1CCC(=O)NCc1ccccc1Cl was read as HCMV antiviral 7, AmpC detergent 11% and TbPYK inhibitor -4%.
`COc1ccccc1/C=N/NC(=O)c1ccc(Cn2nc([N+](=O)[O-])cc2C)cc1` gave HCMV antiviral 16, AmpC detergent -7%, HCV inhibitor inconclusive, AmpC no deterg -25%, LmPK inh 0%, TbPYK inhibitor -5% and AMA1-RON2 inh -11%.
Screening Cc1ccc(SCCC(=O)Nc2cccnc2)cc1 returned HCMV antiviral 7, AmpC detergent -7%, HCV inhibitor -8%, AmpC no deterg -5%, LmPK inh -12%, TbPYK inhibitor -1% and AMA1-RON2 inh -4%.
`COC(=O)c1cc(C(=O)NCC2CCCCC2)cc([N+](=O)[O-])c1` gave HCMV antiviral 5, AmpC detergent -6%, HCV inhibitor inconclusive, AmpC no deterg -24%, LmPK inh 4%, TbPYK inhibitor -24% and AMA1-RON2 inh -26%.
Cc1c(Cl)cccc1NC(=O)C(C)n1c(=O)cc(C)c2c(C)nn(-c3ccccc3)c21 (stereo not drawn) was read as HCMV antiviral -2, AmpC detergent 13% and TbPYK inhibitor -1%.
Screening COc1ccccc1CNC(=O)c1ccc(-c2nc(CS(=O)c3ccccc3)c(C)o2)cc1 (stereo not drawn) returned HCMV antiviral -5, AmpC detergent 3% and TbPYK inhibitor -5%.
`O=C(Nc1nnc(-c2ccncc2)o1)c1ccc(Br)s1` gave HCMV antiviral -13, AmpC detergent -10%, HCV inhibitor inconclusive, AmpC no deterg -44%, LmPK inh 5%, TbPYK inhibitor 3% and AMA1-RON2 inh 91%[activator].
`Cc1ccc(-c2nn(Cc3ccccc3)cc2/C=C/C(=O)O)cc1C` gave HCMV antiviral 4, AmpC detergent -8%, HCV inhibitor 13%, AmpC no deterg -31%, LmPK inh -4%, TbPYK inhibitor -1% and AMA1-RON2 inh -4%.
`O=C(Cn1c2ccc(F)cc2c2nc3n(c(=O)c21)CCS3)Nc1ccccc1F` gave AmpC detergent 2%, AmpC no deterg -25% and LmPK inh 0%.
Screening O=C(/C=C1\SC(=O)NC1=O)Nc1ccc(F)cc1 returned HCMV antiviral -5, AmpC detergent 7%, HCV inhibitor 4%, AmpC no deterg -7%, LmPK inh -15%, TbPYK inhibitor -4% and AMA1-RON2 inh 6%.
Screening Cn1c(SCC(=O)Nc2cccnc2Cl)nc2ccccc21 returned HCMV antiviral -25, HCV inhibitor 2%, AmpC no deterg -13%, TbPYK inhibitor -3% and AMA1-RON2 inh 7%.
Screening CCOCCCNC(=O)C1CCC(=O)N1CCc1ccccc1 (stereo not drawn) returned HCMV antiviral -9, AmpC detergent -1%, HCV inhibitor 3%, AmpC no deterg -4%, LmPK inh 1%, TbPYK inhibitor -9% and AMA1-RON2 inh 4%.
O=C(NCC1CCCO1)C(=O)NCC(c1ccco1)N1CCN(c2ccc(F)cc2)CC1 (stereo not drawn) was read as HCMV antiviral -28, AmpC detergent -6%, HCV inhibitor -30%, AmpC no deterg 64%[activator], LmPK inh 2%, TbPYK inhibitor 6% and AMA1-RON2 inh -9%.
`O=C(NCCC1=CCCCC1)c1ccc2c(c1)ncn2-c1cccc(Cl)c1` gave HCMV antiviral 24, AmpC detergent 7% and TbPYK inhibitor -1%.
For Cc1ccnc2nc(C(=O)OCC(=O)N(C)C3CCCCC3)nn12 the results were HCMV antiviral inconclusive, TbPYK inhibitor 2% and AMA1-RON2 inh -2%.
Screening Cc1ccc(Cc2c(-c3cccc(Cl)c3)nc3ccc(Br)cn23)cc1 returned HCMV antiviral 30, TbPYK inhibitor -10% and AMA1-RON2 inh 1%.
For Cc1cccc(NC(=O)Cn2ccn(-c3ccc4c(c3)OCCO4)c(=O)c2=O)c1 the results were HCMV antiviral -15, AmpC detergent 11%, HCV inhibitor 16%, AmpC no deterg -13%, TbPYK inhibitor -4% and AMA1-RON2 inh -3%.
O=C(O)c1ccc(Nc2nc(-c3cc4ccccc4oc3=O)cs2)cc1O was read as HCMV antiviral -28, AmpC detergent -5%, HCV inhibitor 1%, AmpC no deterg -51%, LmPK inh 4%, TbPYK inhibitor 4% and AMA1-RON2 inh 4%.
For CCCCn1c(-c2ccc(C)cc2)c(C)n2c3c(=O)n(C)c(=O)n(C)c3nc12 the results were HCMV antiviral -12, AmpC detergent -3% and TbPYK inhibitor -1%.
For Cc1cccc2c1-c1sc(C(=O)Nc3cccc([N+](=O)[O-])c3C)cc1CO2 the results were HCMV antiviral -14, AmpC detergent 9%, HCV inhibitor inconclusive, AmpC no deterg -20%, LmPK inh 3%, TbPYK inhibitor -8% and AMA1-RON2 inh -15%.
`Cn1c(=O)n(C)c2cc(N3CCOCC3)c(NC(=O)c3c(F)cccc3F)cc21` gave HCMV antiviral 22, AmpC detergent 6% and TbPYK inhibitor -21%.
For FC(F)(F)c1ccccc1NC(=S)N1CCCCCC1 the results were HCMV antiviral 16, AmpC detergent -4%, HCV inhibitor -1%, AmpC no deterg -10%, LmPK inh -1%, TbPYK inhibitor -4% and AMA1-RON2 inh 0%.
CCN(CC)c1ccc(C(=O)N/N=C(\C)c2ccc(OC)c(OC)c2)cc1 was read as HCMV antiviral 61, AmpC detergent 2%, HCV inhibitor inconclusive, AmpC no deterg -36%, LmPK inh 1%, TbPYK inhibitor -6% and AMA1-RON2 inh -1%.
Screening CCNC(=O)c1ccc(-n2nc(C(F)(F)F)c3c2CCCC3)cc1 returned HCMV antiviral -40, AmpC detergent -12%, HCV inhibitor -27%, AmpC no deterg 37%, LmPK inh 2%, TbPYK inhibitor 3% and AMA1-RON2 inh 6%.
For COc1cccc(N(CC(=O)Nc2cccnc2)S(C)(=O)=O)c1 the results were HCMV antiviral -103*, AmpC detergent 1%, HCV inhibitor 9%, AmpC no deterg -22%, LmPK inh 1%, TbPYK inhibitor -2% and AMA1-RON2 inh -4%.
COc1ccc(C/C(C)=N/NC(=S)Nc2ccc(C(C)C)cc2)cc1 was read as HCMV antiviral -7, AmpC detergent inconclusive, HCV inhibitor 0%, AmpC no deterg -38%, LmPK inh -8%, TbPYK inhibitor inconclusive and AMA1-RON2 inh 45%[activator].
CN(C)S(=O)(=O)c1ccc(NC(=O)c2ccccn2)cc1 was read as HCMV antiviral 43, AmpC detergent -4%, HCV inhibitor 4%, AmpC no deterg -10%, LmPK inh -22%, TbPYK inhibitor 5% and AMA1-RON2 inh 3%.
Screening CCCNC(=O)C1(C)CCCN(Cc2ccccc2C#N)C1 (stereo not drawn) returned HCMV antiviral inconclusive, TbPYK inhibitor 10% and AMA1-RON2 inh 8%.
